L3MBTL1 block = inhibitors of human L3MBTL1; AlphaScreen L3MBTL1–H3K9me1 peptide binding; Potency, µM (top dose mostly 57.1 µM), for inactives: at the highest dose activity, negative = inhibition, usual class: inhibitors; 230,000 tested, 0.66% active; also: potency is read from the fitted curve at half-maximal effect; % is scaled to controls: 0 for no effect and ±100 for the full control effect; nearly all actives have a fitted effect of over 60% in size
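Displacement of a biotinylated histone H3(1-15) peptide monomethylated at Lys9 (75 nM) from L3MBTL1 (50 nM) was measured by AlphaScreen after a 30 min room-temperature compound incubation; cefsulodin titration served as intraplate control.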
CBFb-RUNX1 inh = CBF-beta/RUNX1 interaction disruption. Potency, µM (highest dose often 59.8 µM), for inactives: at the highest dose activity, negative = inhibition, hits mostly inhibitors. AID 1477. AlphaScreen CBFb-His/RUNX1-biotin binding, biochemical. 230,000 tested, under 10 active; also: % of control where 0% means no effect
Target sequence (Q01196 whole entry, looked up): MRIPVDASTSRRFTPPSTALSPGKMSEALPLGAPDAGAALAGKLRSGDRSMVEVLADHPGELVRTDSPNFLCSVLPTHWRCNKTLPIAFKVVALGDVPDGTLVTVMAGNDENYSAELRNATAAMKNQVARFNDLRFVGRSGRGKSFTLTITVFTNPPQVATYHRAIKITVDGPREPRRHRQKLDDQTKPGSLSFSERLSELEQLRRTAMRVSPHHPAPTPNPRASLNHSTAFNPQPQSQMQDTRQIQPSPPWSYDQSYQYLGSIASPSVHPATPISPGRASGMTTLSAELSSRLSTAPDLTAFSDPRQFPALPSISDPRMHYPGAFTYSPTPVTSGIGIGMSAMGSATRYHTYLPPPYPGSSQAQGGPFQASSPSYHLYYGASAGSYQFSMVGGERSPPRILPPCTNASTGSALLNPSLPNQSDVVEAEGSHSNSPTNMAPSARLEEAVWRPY
Target sequence (Q13951 whole entry, looked up): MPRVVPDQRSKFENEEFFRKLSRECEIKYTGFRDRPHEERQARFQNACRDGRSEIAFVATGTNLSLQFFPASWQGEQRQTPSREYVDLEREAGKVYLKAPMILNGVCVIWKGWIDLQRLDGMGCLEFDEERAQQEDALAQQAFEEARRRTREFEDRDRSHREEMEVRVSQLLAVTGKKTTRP
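Compounds were screened at multiple concentrations against a preformed CBF-beta(His)/RUNX1(biotin) complex (30 nM of each) for 15 min at room temperature, followed by 90 min with nickel and streptavidin beads and AlphaScreen reading.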
IMPase Li inh = membrane-permeable IMPase blocker, potentiated with lithium. CHO-M1 cells, IP1 TR-FRET (IP-One), carbachol + lithium. Potency, µM (top dose mostly 59.4 µM), for the others: at the highest dose activity, negative = IMPase inhibition, actives largely listed as inhibitors. 210,000 tested, 0.35% active;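 also: IP1 builds up when IMPase is blocked and the TR-FRET signal falls; potency is read from the fitted curve at half-maximal effect; plate controls were basal vehicle for no effect and high inhibitor control for full effect; nearly all actives have a fitted effect of over 50% in size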
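CHO cells stably expressing M1 receptor (2000/well, cultured 16–30 h) treated 30 min at 37C with compound plus low lithium. Cytosolic IP1 by TR-FRET (665/620 ratio and 620 channel) after 10 min lysis; AC50 by Hill fit.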
Epigenetic reg = regulators of epigenetic silencing causing reporter derepression in mouse cells; 280,000 tested, 0.2% active; Potency, µM (highest dose often 53.9 µM), inactives show at the top dose GFP activation, hits mostly activators; murine LDR cells, GFP reporter derepression, 30 h; also: potency is read from the fitted curve at half-maximal effect; % of control where 0% means no effect; nearly all actives have a fitted effect of over 60% in size
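In this reporter-derepression format, murine cells bearing a silenced integrated CMV-GFP locus incubate with test compound (30 h, 37 C), then are washed and imaged; fluorescent objects of 20–120 um count as induced cells.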
NPSR antagonist = antagonists of human neuropeptide S receptor cAMP signaling. Potency, µM (titrated, usually from 38.3 µM), inactives show at the top dose activity change, negative = inhibition, hits mostly inhibitors. CHO-NPSR cells, cAMP TR-FRET, antagonist mode. AID 1461. 220,000 tested, 1% active. Q6W5P4; also: potency is read from the fitted curve at half-maximal effect; % is scaled to controls: 0 for no effect and ±100 for the full control effect; nearly all actives have a fitted effect of over 50% in size; many of its hits are not listed in these tables
Target sequence (Q6W5P4 whole entry, looked up): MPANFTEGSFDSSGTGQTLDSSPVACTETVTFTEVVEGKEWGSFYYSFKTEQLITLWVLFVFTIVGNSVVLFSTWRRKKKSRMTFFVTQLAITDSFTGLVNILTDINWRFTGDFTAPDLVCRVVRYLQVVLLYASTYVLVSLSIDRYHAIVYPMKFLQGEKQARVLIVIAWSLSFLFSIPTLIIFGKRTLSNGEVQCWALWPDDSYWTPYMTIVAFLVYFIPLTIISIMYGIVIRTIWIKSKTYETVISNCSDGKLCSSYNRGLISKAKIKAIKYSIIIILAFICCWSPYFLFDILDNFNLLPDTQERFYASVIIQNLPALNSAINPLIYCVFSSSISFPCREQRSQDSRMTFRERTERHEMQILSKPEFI
HTT aggregate = inhibitors of mutant huntingtin aggregate formation in PC12 cells. 220,000 tested, 1.1% active. Potency, µM (series often up to 46.1 µM), inactives show at the highest dose activity change, negative = inhibition, usual class: inhibitors. PC12 HttQ103-GFP aggregates, Acumen cytometry, 40 h; also: potency is read from the fitted curve at half-maximal effect; % is scaled to controls: 0 for no effect and ±100 for the full control effect; nearly all actives have a fitted effect of over 60% in size
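Multiplexed with ATP-based cell death, this channel scores GFP aggregates in PC12 cells expressing inducible HTTex1-Q103-GFP. Induction used 100 nM tebufenozide; compounds were tested in concentration series.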
KinaseGlo FLuc = Kinase-Glo luciferase inhibition (counter-screen); 200,000 tested, 0.28% active; Kinase-Glo luciferase, ATP luminescence, 8 min; AID 1379; Potency, µM (doses to about 38.3 µM), inactives show at the highest dose activity change, negative = inhibition, hits mostly inhibitors; also: potency is read from the fitted curve at half-maximal effect; % is scaled to controls: 0 for no effect and ±100 for the full control effect; nearly all actives have a fitted effect of over 60% in size
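Substrate mix (final 50 mM imidazole pH 7.2, 50 mM KCl, 7 mM MgCl2, 10 uM ATP, 0.01% Tween 20, 0.05% BSA) plus pin-tool compound, then Kinase-Glo detection mix; 8 min ambient, luminescence read.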
Active calls of the source: *; ? = inconclusive; nt = not tested or not shown; & = joins results of further samples; [ ] = dose if it differs, or a comment. Calls follow the shape of the dose curve; as a rule, active = well fitted curve in the direction sought with a large enough effect; inconclusive = small, poorly fitted or top-dose-only effect, or another doubt; inactive = no such curve, though single readings can be large; an effect the other way counts as inactive or inconclusive. This is a subset, so the mix of outcomes need not match the whole.

SMILES	L3MBTL1 block	CBFb-RUNX1 inh	IMPase Li inh	Epigenetic reg	NPSR antagonist	HTT aggregate	KinaseGlo FLuc
CCn1nnc(-c2ccccc2NC(=O)c2ccc(-n3cnnn3)cc2)n1	-5%	7%	11%[38.3 µM]	1.8%	-18%[46.1 µM]	-8%	-1%
CC(C)=CC/C=C1\CCC(C(=O)O)C(C(=O)O)C1 (stereo unspecified)	1%[11.4 µM]	14%	14%[38.3 µM]	-1.1%	-1%[46.1 µM]	10%	-2%
Cc1cc(C)nc(SCc2nnc(SCC(=O)Nc3cc(C(F)(F)F)ccc3Cl)o2)n1	nt	-2%	13%[38.3 µM]	0.0%	-14%[46.1 µM]	4%	-3%
Cc1cc(C)nc(SCC(=O)Nc2ncc(C(F)(F)F)cc2Cl)n1	13%	-1%	?	1.0%	13%	7%	3%
COc1cccc2cc(/C(=N/O)c3ccccc3)oc12	-7%[11.4 µM]	6%	15%	-0.1%	-45%	?	2%
CC1C=CC(C)C(C(=O)O)C1C(=O)O (stereo unspecified)	nt	-23%	9%[38.3 µM]	-1.1%	-11%[46.1 µM]	-5%	3%
Cc1nc(COC(=O)c2c(C)nn(-c3ccccc3)c2C)cs1	6%	13%	5%[38.3 µM]	-1.6%	-14%[46.1 µM]	3%	-5%
COc1ccc(Oc2cc(C(F)(F)F)cnc2C(N)=O)cc1	nt	-6%	20%[38.3 µM]	0.1%	0%[46.1 µM]	-15%	-3%
NC(=O)NC(=O)COC(=O)c1ccc(OC(F)F)cc1	1%[11.4 µM]	15%	0%	-0.1%	10%	8%	8%
CCn1c2ccccc2c2cc(NC(=O)c3ccccc3-c3ccccc3C(=O)O)ccc21	23%	4%	nt	0.1%	57%	-13%[9.22 µM]	nt
CC1CCN(C(=O)c2ccc(COc3ccccc3Cl)o2)CC1	19%	15%	19%[38.3 µM]	1.0%	?	?	-3%
C(=N\Nc1nc(N2CCCC2)nc(N2CCCC2)n1)/c1ccccc1OCc1ccccc1	nt	-6%	15%	4.4%	-39%	-4%	-3%
CCOC(=O)c1sc2nc(-c3ccco3)c3c(c2c1N)CC(C)(C)OC3	-3%	23%	-14%[38.3 µM]	0.0%	10µM*	31%	0%
CC(Cc1ccsc1)NC(=O)CCc1nnc(COc2ccccc2)o1 (stereo unspecified)	8%	-2%	7%	2.1%	2%	32%[9.22 µM]	-2%
O=C(NC(=S)Nc1ccc(-c2ccc(CO)o2)cc1)c1cccs1	nt	-8%	-6%	-5.5%	-28%	-6%	0%
O=C(COC(=O)CNC(=O)c1ccc(Br)o1)Nc1ccccc1OC(F)F	-2%	12%	1%	-1.5%	16%	7%	3%
CC(C)c1ccc(/C=C(/C#N)c2nnc(NC(=O)c3ccccc3)s2)cc1	7%	-12%	-22%	-1.0%	1%	6%	0%
CCCCSc1n[nH]c(N)n1	7%	8%	8%	-0.9%	8%	9%	-3%
Cc1cc2ccccc2n1CCNC(=O)c1cccs1	-17%	-7%	3%[38.3 µM]	0.0%	-12%[46.1 µM]	0%	-3%
CCOC(=O)c1nnc(-c2ccccc2)nc1NCc1ccc(Cl)cc1	1%	-5%	17%[38.3 µM]	0.0%	?	-3%	1%

Five entries from above in another layout:
Values run as follows: L3MBTL1 block	CBFb-RUNX1 inh	IMPase Li inh	Epigenetic reg	NPSR antagonist	HTT aggregate	KinaseGlo FLuc
> CC1CCN(C(=O)c2ccc(COc3ccccc3Cl)o2)CC1
→ 19%	15%	19%[38.3 µM]	1.0%	?	?	-3%
> CCCCSc1n[nH]c(N)n1
→ 7%	8%	8%	-0.9%	8%	9%	-3%
> O=C(NC(=S)Nc1ccc(-c2ccc(CO)o2)cc1)c1cccs1
→ nt	-8%	-6%	-5.5%	-28%	-6%	0%
> CC(Cc1ccsc1)NC(=O)CCc1nnc(COc2ccccc2)o1 (stereo unspecified)
→ 8%	-2%	7%	2.1%	2%	32%[9.22 µM]	-2%
> Cc1cc2ccccc2n1CCNC(=O)c1cccs1
→ -17%	-7%	3%[38.3 µM]	0.0%	-12%[46.1 µM]	0%	-3%

The list continues.
SMILES	L3MBTL1 block	CBFb-RUNX1 inh	IMPase Li inh	Epigenetic reg	NPSR antagonist	HTT aggregate	KinaseGlo FLuc
Cc1csc(NC(=O)c2cc[n+]([O-])cc2)n1	7%	5%	2%	-0.8%	12%	5%	-2%
COc1ccc(C(=O)NNS(=O)(=O)c2ccccc2)cc1	14%	-3%	0%	-0.1%	10%	?	0%
C=CCn1c(CCC(O)COCCCCC)n[nH]c1=S (stereo unspecified)	1%	-2%	nt	-1.9%	14%	7%[9.22 µM]	nt
BrC(=C\c1ccccc1)/C=N/Nc1nc(N2CCOCC2)nc(N2CCOCC2)n1	8%	-1%	9%	?	-16%	28%	-3%
CC(C)COc1ncnc2c1sc1nc3c(cc12)COC(C)(C)C3	11%	0%	nt	2.9%	7%	-14%[9.22 µM]	nt
COC(=O)N/N=C1/C/C(=N\NC(=O)OC)c2ccccc21	-11%	5%	6%	0.0%	-10%	-19%	-1%
COc1ccc(-n2c(SCC(=O)Nc3cccc(S(N)(=O)=O)c3)nc3ccccc3c2=O)cc1OC	?	8%	nt	1.1%	11%	-16%[9.22 µM]	nt
CCn1c(SCC(=O)Nc2ccc3c(c2)OCCO3)nnc1-c1ccccn1	-9%	-2%	-10%[38.3 µM]	-0.7%	16%[46.1 µM]	-8%	1%
CCOc1ccc(NC(=S)Nc2ccc(OC(F)(F)F)cc2)cc1	37%[activator]	-2%	-1%	0.0%	0%[46.1 µM]	-19%	0%
CC12CCC(C(=O)N(CSC(=S)N/N=C\c3ccccc3Cl)C1=O)C2(C)C (stereo unspecified)	?	9%	9%	3.7%	-13%[46.1 µM]	7%	0%
COC(=O)C1(C(C)=O)CC2=CC[C@H]3C(=O)N(c4ccccc4)C(=O)[C@H]3[C@@H]2Cc2ccccc2[C@@H]1C[N+](=O)[O-] (stereo partly specified)	nt	-4%&-2%	-17%&16%	2.0%&-0.1%	nt	nt	-2%&0%
COc1ccc(CCNc2ccc(C(CC(N)=O)NC(=O)Cc3ccc(Br)cc3)cc2[N+](=O)[O-])cc1 (stereo unspecified)	nt	12%	nt	6.4%	-7%	14%[9.22 µM]	nt
CC(O)CNCCOc1cccc(Oc2ccccc2)c1 (stereo unspecified)	5%	2%	0%	-0.5%	6%	30%	-2%
CC(C)CNC(=O)COC(=O)c1cncc(Br)c1	-2%	2%	nt	-1.0%	-6%[46.1 µM]	4%	nt
O=C(O)CCN1C(=O)C2C3CC(C2C1=O)C1C(c2ccccc2)c2sc(=O)n(-c4ccccc4)c2SC31 (stereo unspecified)	nt	-4%	-10%	6.5%	2%	13%	4%
CCOc1ccc(-c2nnc(SCC(=O)N3CCN(c4ccccc4)CC3)o2)cc1	-13%	2%	-3%	-1.0%	19%	3%	1%
CCN(CC)C(=O)Cn1cnc2ccccc2c1=O	27%	1%	12%	1.2%	-5%[46.1 µM]	-3%	-7%
CS(=O)(=O)N(CC(=O)NCc1ccncc1)c1cc(Cl)ccc1Cl	9%	2%	-1%	1.1%	-24%	12%[9.22 µM]	-1%
CCC(=O)Nc1ccc(C(=O)NNC(=O)COc2cc(C)ccc2C)cc1	4%	0%	-3%	0.5%	10%	19%	0%
CCOC(=O)C1=C(C)NC(=O)NC1c1cccs1 (stereo unspecified)	6%	6%	3%	3.1%	-4%	4%[9.22 µM]	2%
Clc1ccc(-c2nnc(NCc3ccccc3)c3ccccc23)cc1	-10%	4%	5%	0.2%	?	-5%	0%
CC1(C)Cc2c(sc3c2C(=O)N(c2ccccc2)C2=NCCN23)CS1	-1%	0%	1%[38.3 µM]	-0.9%	-11%[46.1 µM]	10%	0%
O=C(c1ccc2c(c1)OCO2)N(c1ccc(Cl)cc1)C1C=CS(=O)(=O)C1 (stereo unspecified)	nt	3%	9%[38.3 µM]	4.9%	-7%[46.1 µM]	-9%	1%
c1cn2cc(-c3ccc4c(c3)OCO4)nc2s1	-12%	-5%	-3%[38.3 µM]	1.7%	-6%[46.1 µM]	5%	-26%
NS(=O)(=O)c1ccc(NC(=O)c2ccc(S(=O)(=O)N3CCOCC3)o2)cc1	6%	13%	nt	0.0%	9%	-6%[9.22 µM]	nt
COC(=O)Cn1nc(-c2ccccc2)c2cc(Cl)ccc21	nt	7%	45%[38.3 µM]	-1.5%	-15%[46.1 µM]	14%	-4%
CCOc1ccc2nc(NC(=O)C3CCCO3)sc2c1 (stereo unspecified)	0%	2%	2%	-0.1%	2%	10%[9.22 µM]	-2%
COc1cc(C2NC(=O)NC(O)(C(F)(F)F)C2C(=O)c2cccs2)ccc1O (stereo unspecified)	nt	3%	20%[38.3 µM]	-0.1%	-1%[46.1 µM]	-10%	-1%
COc1ccc(N(C(=O)Cn2nnc3ccccc32)C(C(=O)NCc2ccco2)c2cccnc2)cc1 (stereo unspecified)	?	3%	-2%[38.3 µM]	-0.4%	-13%[46.1 µM]	8%	-3%
O=C(c1ccc2c(=O)n(-c3ccccc3)c(=O)[nH]c2c1)N1CCCCC1	nt	5%	6%[38.3 µM]	0.0%	-11%[46.1 µM]	-30%	1%
O=C1c2ccccc2C(=O)N1CCCCSc1nnc2ccccn12	-13%	0%	11%[38.3 µM]	-1.1%	-7%[46.1 µM]	14%	-1%
CCOC(=O)c1nnn(CC(=O)Nc2ccccc2)c1C(=O)OCC	nt	2%	13%	-1.2%	20%	-8%	2%
C/C(=N\N=C(N)N)c1ccc(Cl)cc1	3%	5%	-2%	3.5%	-4%	0%	3%
COc1ccc(-c2nn(CC(=O)Nc3ccc(Cl)c(Cl)c3)c(=O)c3ccccc23)cc1	-3%	-3%	-14%[38.3 µM]	0.0%	-17%[46.1 µM]	-2%	-2%
O=C(/C=C/Nc1ccccc1OC(F)(F)F)C(F)(F)F	-1%	9%	-1%[38.3 µM]	-1.1%	2%[46.1 µM]	-1%	-4%
COC(=O)c1c(C)[nH]c(C(=O)OCc2ccc(F)cc2)c1C	4%	3%	nt	-11%	-15%[46.1 µM]	-27%	nt
CCN1CCc2c(sc(NC(=O)CN3C(=O)c4ccccc4C3=O)c2C(N)=O)C1	-3%	-21%	0%	-4.2%	16%	12%	2%
CCOc1ccc(C(=O)NC(=S)Nc2ncccc2C)cc1[N+](=O)[O-]	-6%	-13%	-3%	2.1%	-7%	-3%	-2%
COc1ccc2[nH]c(C(=O)Nc3ccc4c(c3)OCO4)cc2c1	nt	1%	nt	0.1%	-16%	-18%[9.22 µM]	nt
COc1cc(NC(=O)COC(C)=O)cc(OC)c1OC	2%	8%	0%	-1.3%	23%	2%	0%
